# High-throughput results (PubChem)
# MC4R antag cAMP: blocks human MC4R cAMP signaling | 0.48% of 360,000 active | MC4R-expressing cells, MTII-stimulated cAMP, LANCE TR-FRET | inhibition, % at 6.5 µM | P32245;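 active = inhibition above its plate's cutoff, the mean of tested wells on that plate plus 3 SD, cut at about 29% in these data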;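 note: 0% = Melanotan II alone and 100% = Melanotan II plus saturating MCL0020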
#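 Assay system: U2OS-MC4R stable cell line; Also added: Melanotan II; Technique: Eu-cAMP/anti-cAMP TR-FRET, emission 671 nm; Times: 30-min compound, 1-h challenge, 1-h detection, room temperature.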
# aDG glyco act: alpha-DG glycosylation activation | Pro5-aDG cells, alpha-DG glycosylation AlphaScreen (IIH6); 0% Pro5, 100% B10-LARGE cell signal | activation, % at 10 µM | 0.22% of 360,000 active | AID 624168;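 active = activation of at least 8% versus controls, or a plate z-score of at least 8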;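 note: Pro5 are CHO cells carrying HIG-tagged alpha-DG that lacks glycosylation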
# ABCB6 inh 2: blocks the human ABCB6 transporter; Q9NP58; K562-ABCB6 porphyrin accumulation, flow cytometry, 1 h; stronger effect = lower value; fluorescence ratio to DMSO, % at 10 µM; 0.19% of 360,000 active; AID 602162;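 active = fluorescence ratio to DMSO below 75%, the collection mean minus 3 SD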;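 note: signal is porphyrin accumulated inside mitochondria; 100% equals median channel fluorescence of DMSO control wells; lower ratio means ABCB6 inhibition with less porphyrin fluorescence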
# MC4R ag barr: activates human MC4R beta-arrestin recruitment; AID 540308; activation, % at 8.9 µM; 0.98% of 360,000 active; U2OS MC4R beta-arrestin complementation, luminescence; percent of melanotan II response, DMSO zero; P32245;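 active = activation above a per-plate cutoff, the mean activation of sample wells on that plate plus 3 SD, cut at about 8% in these data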
# CaV13 FRET inh: Primary screen for inhibitors of IQ motif and Ca2+-dependent inactivation inhibitor domain binding in CACNA1D, Förster resonance energy transfer in living cells, …; 0.098% of 340,000 active; AID 743397; HEK cells, CFP/YFP FRET ICDI-IQ, plate reader, 10 min; percent FRET-ratio fall versus neutral wells; inhibition, % at 12.3 µM;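 active = mean replicate inhibition of at least 30% and at least 1% of replicates passing that level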;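 note: 0% = median of the neutral control wells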
# Cardio protect: protects H9c2 cardiomyocytes from peroxide injury; H2O2 injury protection, ATPLite, 2 h; protection from H2O2 cell death, % at 20 µM; 0.63% of 360,000 active; AID 588492;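 active = compounds giving at least 50% protection of heart cells from peroxide-induced death in the single-dose screen, raw or plate-pattern-corrected value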;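 note: 0% = DMSO wells with peroxide and 100% = DMSO wells without peroxide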
# Vif imaging: inhibitors of HIV Vif | HEK293T cells, Vif self-association by quenched fluorescence, imaging, 24 h | inhibition, % at 7.49 µM | 0.35% of 340,000 active | AID 602346; in the data active = inhibition above about 50%, passing the limit was not always enough; note: some results filed as inactive read as strong as hits
# PDI inh: inhibitors of human protein disulfide isomerase. P07237. PDI insulin aggregation turbidity, A650, 90 min. inhibition, % at 10 µM. 0.052% of 350,000 active;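 active = mean inhibition across replicates of 30% or more, whatever share of single replicates reach that level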;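 note: absorbance from insulin aggregation driven by PDI reduction with DTT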
# Target sequence (P07237 whole entry, looked up): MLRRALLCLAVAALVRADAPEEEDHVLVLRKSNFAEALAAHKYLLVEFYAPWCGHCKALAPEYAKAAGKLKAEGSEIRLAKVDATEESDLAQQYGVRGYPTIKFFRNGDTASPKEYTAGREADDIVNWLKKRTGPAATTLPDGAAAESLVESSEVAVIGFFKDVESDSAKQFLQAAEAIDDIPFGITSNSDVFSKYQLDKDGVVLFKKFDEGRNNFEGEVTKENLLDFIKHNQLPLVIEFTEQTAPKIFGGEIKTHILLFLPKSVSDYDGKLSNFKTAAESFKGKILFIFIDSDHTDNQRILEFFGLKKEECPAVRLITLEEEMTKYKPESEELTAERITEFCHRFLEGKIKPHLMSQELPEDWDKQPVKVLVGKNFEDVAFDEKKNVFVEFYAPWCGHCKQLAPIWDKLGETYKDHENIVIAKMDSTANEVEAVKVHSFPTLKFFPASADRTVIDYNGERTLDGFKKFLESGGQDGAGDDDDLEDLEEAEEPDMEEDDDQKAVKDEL
# N-glyco inh: blocks N-linked glycosylation in D54 reporter cells. AID 588692. 0.23% of 360,000 active. reporter increase, % at 12.5 µM. D54 ERlucT glycosylation luciferase reporter, 24 h; percent of 100 nM tunicamycin response;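 active = mean luciferase reporter signal, scaled so untreated is 0 and the glycosylation-blocking control 100, at or above a set limit in every replicate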;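 note: luciferase carries N-glycosylation sites so blocking glycosylation raises the light; 0% = median of neutral control wells and 100% = median of 100 nM tunicamycin wells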
# HTR2A ag: mouse HTR2A agonism via beta-arrestin recruitment; CHO-K1 mHTR2A beta-arrestin complementation, luminescence; percent of 30 µM serotonin response; 0.66% of 360,000 active; AID 624169; activation, % at 7.6 µM; P35363;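 active = activation above a run cutoff, the mean activation of all tested compounds plus 3 SD, cut at about 14% in these data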;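 note: 0% = plate median of compound wells and 100% = 30 µM serotonin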
# Target sequence (P35363 whole entry, looked up): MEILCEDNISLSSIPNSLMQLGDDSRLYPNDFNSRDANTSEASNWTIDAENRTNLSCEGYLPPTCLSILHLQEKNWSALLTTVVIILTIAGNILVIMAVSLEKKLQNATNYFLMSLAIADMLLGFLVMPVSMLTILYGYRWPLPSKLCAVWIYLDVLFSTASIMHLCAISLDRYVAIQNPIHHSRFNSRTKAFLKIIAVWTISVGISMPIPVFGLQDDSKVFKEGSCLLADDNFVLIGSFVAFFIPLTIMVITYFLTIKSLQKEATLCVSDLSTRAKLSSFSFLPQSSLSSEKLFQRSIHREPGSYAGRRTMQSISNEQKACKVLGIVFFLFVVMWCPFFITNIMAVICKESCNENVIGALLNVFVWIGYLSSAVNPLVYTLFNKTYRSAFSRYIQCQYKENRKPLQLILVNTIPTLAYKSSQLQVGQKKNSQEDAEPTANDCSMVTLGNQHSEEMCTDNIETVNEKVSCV
# Active calls of the source: *; nt = not tested or not shown.
SMILES,MC4R antag cAMP,aDG glyco act,ABCB6 inh 2,MC4R ag barr,CaV13 FRET inh,Cardio protect,Vif imaging,PDI inh,N-glyco inh,HTR2A ag
CN(C)S(=O)(=O)c1ccc(Cl)c(NC(=O)CN2C(=O)NC(C)(C3CC3)C2=O)c1 (configuration not stated),17,0.1,96,-1.3,-2,3,18,12,0,0
O=C(Nc1cccc(-n2cnnn2)c1)c1cc2ccccc2o1,9,-0.1,98,-2.1,-6,4,-11,0,-1,0
O=C(/C=C/c1c(Cl)cccc1Cl)NCc1ccco1,5,0.1,97,0.3,-18,-5,-9,8,1,-2
COc1ccc(C(=O)COC(=O)c2cc(=O)[nH]c3ccccc23)c(OC)c1,-9,-0.3,94,12*,-6,4,-1,12,-3,3
Cc1ccc(NC(=O)CN2C(=O)N/C(=C/c3ccc4c(c3)OCCO4)C2=O)cc1,-1,0.1,94,1.0,-4,-2,1,6,-2,-1
CC1OC1c1ccc(-c2ccc(C3OC3C)cc2)cc1 (configuration not stated),1,0.0,96,-1.1,-9,-18,3,-11,0,-4
Cc1ccc(N=C2C(=O)Nc3ccccc32)c(C)c1,-5,0.3,93,-0.9,-19,-2,2,-4,3,1
CC(=O)CN1Cc2ccccc2/C1=N\C(=O)Nc1ccccc1,5,-0.1,91,-0.6,-2,5,7,5,1,2
COc1ccc(-c2cc([C@H]3[C@@H]4C=CCC[C@@]4(C)C(=O)N3Cc3ccccc3)ccc2F)cc1,6,0.2,90,-0.6,-6,-4,-4,5,-6,-2
CC(C)(C)Cc1c(-c2ccc(Cl)cc2)nc2ccc(Br)cn12,14,-0.1,98,2.1,-2,-18,-2,0,-9,-4
CCOC(=O)N1CCC(=NNc2ccnc3cc(Cl)ccc23)CC1,18,0.6,119,1.5,-3,-7,-1,6,-3,-4
Cc1cc(C)n2nc(-c3cccc(Br)c3)cc2n1,-8,0.0,102,2.3,-1,6,-1,-5,-4,-2
COC(=O)C1CCN(C(=O)COc2ccc(S(=O)(=O)N3CCOCC3)cc2Cl)CC1,6,-0.2,96,-1.6,-6,0,15,5,2,3
O=C(Nc1sc2c(c1C(=O)O)CCCC2)c1ccc(F)cc1,19,0.2,103,1.0,-1,-4,-9,2,-2,7
Cc1ccc(NC(=O)COC(=O)c2nn(-c3ccc(Cl)cc3)cc2O)cc1,-6,0.7,98,-0.3,-7,-5,-15,2,-1,-4
Cc1cnc(NC(=O)c2ccccn2)s1,6,0.1,98,-2.1,-5,-7,0,-2,-16,-5
COc1ccc(Nc2nc(Cl)c(C=O)s2)cc1,3,0.3,200,-2.5,nt,-7,-2,-3,-3,-4
CCC1Oc2ccc(C)cc2N(CC(=O)N2CCOCC2)C1=O (configuration not stated),0,-0.2,94,-1.2,-2,5,6,2,2,-2
CCOc1cc(CNCc2ccccc2)ccc1OCc1ccc(Cl)cc1,-6,1.0,93,7.8,-4,-23,-15,-3,-9,0
CCOC(=O)c1c(O)c(Cl)c(C)[nH]c1=O,16,-0.3,98,-3.3,-5,11,-7,1,-2,-1
Cc1cc(Br)ccc1OCC(=O)NNC(=O)c1ccc(NC(=O)C2CC2)cc1,8,0.3,100,5.8,-6,-4,2,4,0,4
O=C(NCC1CCCO1)C1CCCN(Cc2cnn(-c3ccccc3)c2-n2cccc2)C1 (configuration not stated),8,0.0,98,-0.6,-5,12,0,-5,-1,-2
CC(C)N(Cc1ccccc1)C(=S)Nc1ccc(OC(F)F)cc1,9,0.1,103,-1.1,-4,17,-6,-4,0,0
COc1ccc(N2CCN(C(=O)CN3C(=O)NC(C)(C4CC4)C3=O)CC2)cc1 (configuration not stated),-2,-0.1,97,-2.0,-18,4,-2,1,1,-1
O=C(NCc1ccccc1)C1(c2cccc(F)c2)CCCC1,5,0.0,100,1.2,6,5,2,7,-3,2
O=[N+]([O-])c1ccc(COc2cccc(CNc3ccc(Br)cc3)c2)cc1,2,0.5,99,2.2,-4,-15,2,-4,-6,-4
COc1ccccc1NC(=O)CSc1nnc(Cc2cc(=O)[nH]c(=O)[nH]2)n1-c1ccccc1,-6,-0.1,99,-0.3,-9,-3,6,-3,1,-1
CCOc1ccc(NC(=O)C(=O)N/N=C\c2ccc(CNS(=O)(=O)c3ccccc3)o2)cc1,0,0.1,92,-1.4,nt,0,-17,0,-1,-1
CCn1c(=S)sc2c(=O)n(CC(=O)Nc3ccc(OC)cc3)c(C)nc21,21,-0.2,90,3.4,-3,-1,-3,1,0,2
Cc1nc(C)c(-c2csc(NCc3ccco3)n2)s1,8,0.6,98,1.2,-8,-6,nt,6,1,-1
CCC(C)NC(=O)c1ccc2c(Cl)c3c(nc2c1)CCC3 (configuration not stated),10,0.1,99,-2.4,-6,-12,-9,0,-6,-4
Cc1ccc(-n2c(Cn3nc(C(F)F)cc3C(F)F)n[nH]c2=S)cc1,-1,0.4,101,-0.3,-8,-1,-4,3,-3,8
COC(=O)c1cccc(COC(=O)c2ccc(N(C)C)cc2)c1,5,0.0,98,-1.4,-4,-2,-2,-2,0,-3
COc1ccc(-n2c3c(cc(C(=O)NCC(=O)c4ccccc4)c2=O)C(=O)CC(C)(C)C3)cc1,-2,2.3,104,2.1,nt,5,0,6,-3,4
CC1(C)CN(Cc2ccccc2)C(=O)[C@H]1CC(=O)Nc1ccc(Br)cc1,13,-0.1,104,4.9,-3,-10,-3,-1,-2,0
O=C(c1ccc(COCC(F)(F)F)o1)N1CCCC1,-3,-0.1,93,0.3,-5,0,1,-2,-1,4
COc1ccc(CCNC(=O)c2nnn(-c3ccccc3OC)c2N)cc1OC,-2,0.1,95,-1.8,-4,-1,2,-6,1,-4
CCC(=O)NC(Nc1sc2c(c1C(=O)OC)CCN(C)C2)(C(F)(F)F)C(F)(F)F,0,-0.3,107,0.1,nt,0,9,-6,1,-3
Cc1cc(N)n2ncc(-c3ccc(F)cc3)c2n1,3,0.1,94,-1.1,-4,-11,18,11,-3,-2
CCCCn1c(N)c(N(CC(C)C)C(=O)CCCc2cccs2)c(=O)[nH]c1=O,-2,0.2,106,0.6,-7,-4,-1,-4,2,-4
CC(C)OC(=O)c1c(NC(=O)c2ccco2)sc2c1CCCCC2,6,0.2,83,-3.7,nt,-6,5,-1,-2,1
CCOC(=O)c1ccc(COc2nc3ccccc3nc2-c2ccccc2NC(C)=O)o1,12,0.1,96,-0.8,-7,31,-8,8,1,1
C=CCn1cc(CN2CCC(C(=O)Nc3ccc(Oc4cccnc4)cc3)CC2)c(C)n1,11,-0.1,94,-1.5,-5,2,-1,5,-4,-1
O=C(Cn1[nH]c(=O)c2ccccc2c1=O)OCC(=O)c1ccc(F)cc1,6,0.1,104,-1.2,-16,31,8,3,-1,-2
Cc1ccc(SCC(=O)Nc2ccccc2C(=O)O)cc1,8,0.2,102,-0.2,nt,2,0,7,-4,13
COC(=O)c1ccc(-c2sc3nc(N4CCOCC4)c4c(c3c2N)CC(C)(C)OC4)o1,2,-0.3,103,-1.2,-6,-9,6,1,1,-3
CC(=O)c1ccc(OC(=O)CCNC(=O)c2ccccc2)cc1,4,-0.1,97,-1.4,-5,-4,4,-2,0,0
CN(C(=O)c1ccccc1Cl)c1ccccc1C(=O)NCCc1ccccc1,6,-0.2,96,-1.3,nt,0,12,2,-3,5
Cc1cc(C)n(-c2nc(NCCCO)c3c4c(sc3n2)CCCC4)n1,-2,2.0,94,-1.9,-1,29,-4,-2,2,6
COc1ccc(Br)cc1CNC(=O)c1ccc2c(c1)N(C)CCS2,3,0.0,92,-0.2,-6,-2,-8,nt,-1,-9
O=C(NNC(=O)c1n[nH]c2ccccc12)c1ccccc1,1,0.0,90,-1.9,-1,-6,-6,13,-1,1
CCc1ccc(C(=O)CN2C(=O)NC(C)(CCc3ccccc3)C2=O)cc1 (configuration not stated),1,0.0,102,1.3,-3,-8,1,0,1,2
COc1ccc2nc(SCC(=O)Nc3nonc3C)[nH]c2c1,3,0.0,98,1.7,-6,-5,-3,5,0,-2
COC(=O)C1C(O)=C(C(C)=Nc2cccc3ccccc23)C(=O)CC1(C)C (configuration not stated),8,0.1,99,0.8,-5,0,0,-4,3,0
COc1ccc(OC)c(C(=O)c2coc3ccc(OCC(=O)O)cc23)c1,3,-0.1,96,-1.0,-3,-2,4,-8,1,6
CCOC(=O)C1=NN2C(O)C3(C)CC(C(=O)OCC)=NN3C(O)C2(C)C1 (configuration not stated),-5,0.0,99,-1.0,-6,7,16,11,0,3
Cc1ccc(NC(=O)COc2ccc(-n3ccnc3)cc2)cc1Cl,-2,1.7,104,-1.2,-2,-32,-4,-1,-3,-5
CCNC(=O)COc1ccc(-c2ccccc2)cc1,9,0.5,109,2.5,-3,-3,-1,-5,-1,-3
O=C1CC[C@H](N2C(=O)c3ccccc3C2=O)C(=O)N1,11,-0.2,92,0.1,-6,5,-11,-3,0,1
Cc1ccc([C@H]2C[C@@H](O)[C@H](n3cc(COC(=O)c4ccccc4)nn3)CN2CC2CCCCC2)cc1,3,-0.2,97,-1.0,-2,-27,5,-16,-4,0
# (further entries)
SMILES,MC4R antag cAMP,aDG glyco act,ABCB6 inh 2,MC4R ag barr,CaV13 FRET inh,Cardio protect,Vif imaging,PDI inh,N-glyco inh,HTR2A ag
COc1ccc(OC)c(N2C(N)=NC(N)=NC23CCCC3)c1,5,-0.1,98,-0.4,nt,3,-1,-10,3,2
O=[N+]([O-])c1cc(Br)c(O)c(/C=N/Nc2nc3ccccc3s2)c1,7,0.0,103,0.4,-12,-20,-7,-16,1,3
CCCNC(=O)CNC(=S)N(Cc1ccccc1F)C1CCCCC1,7,0.0,93,-0.2,10,-4,1,11,-3,-1
Cc1ccc(-c2cc(C(=O)NCCc3ccc(S(N)(=O)=O)cc3)c3ccccc3n2)cc1,2,-0.5,97,1.7,0,3,nt,-10,3,-8
CCNc1ccc(S(=O)(=O)N(C)C)cc1[N+](=O)[O-],-3,-0.4,90,3.8,6,4,5,6,3,5
CN(C)c1ccc(-c2nc3ccccc3n2C)cc1,-8,0.0,96,1.2,nt,-25,-5,-13,-19,0
COc1ccc(CC(=O)OC(C)C(=O)c2ccc(C)cc2)cc1 (configuration not stated),1,0.1,98,-1.4,-5,1,-1,-7,3,3
CCOC(=O)c1cc(NC(=O)SCC(=O)O)c(C)nc1C,10,0.3,106,-1.3,-5,-16,-7,10,-5,1
O=C(O)c1ccc(-c2ncc[nH]2)cc1,-2,-0.1,103,-0.3,-16,6,8,5,1,-2
Cc1ccc(C2N(c3ccccc3)C(=S)N3CCCN23)cc1 (configuration not stated),3,0.1,95,-1.9,nt,1,nt,8,0,0
Cc1ccc([N+](=O)[O-])cc1S(=O)(=O)N1CCCC1,-18,-0.2,98,0.1,-5,6,-3,4,1,-1
Cc1cccc(NC(=O)Cn2nnc(C(=O)NCc3cccs3)c2N)c1C,-6,-0.2,96,9.0*,nt,-4,-3,0,0,-4
